Screens as filed in PubChem BioAssay.
PP1 inh – PP1-alpha phosphatase inhibitors, primary screen, counter-screen for PP5 inhibitor project, biochemical, fluorescence, OMFP substrate, single point; Serine/threonine-protein phosphatase PP1-alpha catalytic subunit (Homo sapiens), P62136; purified PP1alpha; inhibition, % at 6.7 µM; 0.9% of 320,000 active; AID 2235, 2010;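 active = inhibition above the mean inhibition of all tested compounds plus 3 SD, computed separately for each screening campaign, cut at about 15% in these data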
Target sequence (P62136 whole entry, looked up): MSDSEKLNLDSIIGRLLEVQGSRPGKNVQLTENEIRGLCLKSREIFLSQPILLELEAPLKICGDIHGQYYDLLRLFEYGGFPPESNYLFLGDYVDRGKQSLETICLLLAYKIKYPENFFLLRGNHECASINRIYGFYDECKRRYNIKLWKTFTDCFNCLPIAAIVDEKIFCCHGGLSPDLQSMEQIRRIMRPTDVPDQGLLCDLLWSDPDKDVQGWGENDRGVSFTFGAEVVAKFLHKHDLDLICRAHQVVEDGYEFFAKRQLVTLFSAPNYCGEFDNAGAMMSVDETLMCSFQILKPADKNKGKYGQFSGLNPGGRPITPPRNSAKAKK
core dimer inh – inhibitors of HCV core protein dimerization, primary screen, biochemical, TR-FRET, high-throughput; TR-FRET GST/Flag-core106 dimerization, 1536-well; inhibition, % at 5 µM; 0.33% of 300,000 active; AID 1899, 2009;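 active = inhibition above the mean of all tested compounds plus 3 SD, set per screening campaign, cut at about 45% in these data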
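Assay system – GST-tagged and Flag-tagged HCV core protein residues 1-106 · Quantity – core106 proteins, GST 13.5 nM and Flag 17 nM · Benchmarks – unlabelled core106 and no-GST-core106 wells · Read-out basis – percent inhibition of core106 dimerization signal · Detection – time-resolved FRET, ex 340 nm, em 617 and 671 nm · Schedule – 4 h at 22.5 °C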
Efflux pump inh – inhibitors of Candida efflux pumps in yeast, primary screen, S. cerevisiae, Nile Red, multiplex; S. cerevisiae Candida pump triplex; inhibition, % at 10 µM; 0.44% of 330,000 active;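 active = plate passing quality check with inhibition over a set limit, or well fluorescence over plate mean plus 4 SD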;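 also: Nile Red retained in pooled yeast measured as flow cytometry median fluorescence; 0% = buffer negative control and 100% = Enniatin B positive control; higher means more Nile Red kept so more efflux inhibition; some compounds called inactive have numbers as strong as hits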
PREPL inh – PREPL enzyme inhibitors, primary screen, biochemical, fluorescence polarization | 0.68% of 320,000 active | recombinant PREPL, fluorescence polarization activity-based probe | AID 2751, 2010 | inhibition, % at 5.96 µM; in the data active = inhibition above about 43%;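 also: 0% = enzyme with DMSO and 100% = wells lacking enzyme; many of its hits are not listed in these tables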
TPT1 inhibitor – Candida albicans TPT1 enzyme inhibitors, primary screen, biochemical, fluorescence polarization; tRNA 2'-phosphotransferase TPT1 (Candida albicans SC5314); recombinant caTPT1, FP RNA substrate dephosphorylation; inhibition, % at 5 µM; 0.81% of 300,000 active;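 active = inhibition above the mean of all tested compounds plus 3 SD, set per screening campaign, cut at about 24% in these data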;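 also: plate controls were DMSO alone for no effect and ferristatin control at 100 nM for full effect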
ZTA counter – counter-screen for EBNA-1 inhibitors: inhibitors of Epstein-Barr virus ZTA; P03206; ZTA-DNA binding, fluorescence polarization; inhibition, % at 11 µM; 0.15% of 320,000 active; AID 2234; in the data active = inhibition above about 33%
Target sequence (P03206 whole entry, looked up): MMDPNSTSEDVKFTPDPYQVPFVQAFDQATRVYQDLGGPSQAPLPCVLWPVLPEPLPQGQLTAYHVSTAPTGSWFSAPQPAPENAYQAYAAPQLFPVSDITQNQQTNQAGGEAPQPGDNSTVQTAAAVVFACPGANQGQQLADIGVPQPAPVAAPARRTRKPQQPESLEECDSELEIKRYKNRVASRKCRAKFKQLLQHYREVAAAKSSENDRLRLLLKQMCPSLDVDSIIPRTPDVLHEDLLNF
EBNA-1 inh – EBNA-1 DNA-binding inhibitors, primary screen, biochemical, fluorescence polarization; 0.34% of 300,000 active; inhibition, % at 14.8 µM; in the data active = inhibition above about 28%
CTSL1 counter – Fasciola hepatica cathepsin L1 inhibitors, primary screen, counter-screen for PFM18AAP inhibitor project, biochemical, QFRET, fluorogenic peptide substrate | recombinant F. hepatica cathepsin L1, Z-Leu-Arg-MCA fluorescence | inhibition, % at 5.96 µM | 0.49% of 300,000 active;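 active = inhibition above the mean of all tested compounds plus 3 SD, set per screening campaign, cut at about 17% in these data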;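 also: 0% = plate median of test compound wells and 100% = 1 µM Z-Phe-Ala-diazomethylketone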
PP5 inh – PP5 phosphatase inhibitors, primary screen, biochemical, fluorescence. inhibition, % at 6.7 µM. purified PP5c, OMFP substrate fluorescence. AID 1987, 2009. 0.18% of 320,000 active. Serine/threonine-protein phosphatase 5 (Homo sapiens), P53041;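 active = inhibition above the campaign's mean inhibition across all tested compounds plus 3 SD, cut at about 9.5% in these data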;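 also: 0% = DMSO only and 100% = 100 µM cantharidin control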
Target sequence (P53041 whole entry, looked up): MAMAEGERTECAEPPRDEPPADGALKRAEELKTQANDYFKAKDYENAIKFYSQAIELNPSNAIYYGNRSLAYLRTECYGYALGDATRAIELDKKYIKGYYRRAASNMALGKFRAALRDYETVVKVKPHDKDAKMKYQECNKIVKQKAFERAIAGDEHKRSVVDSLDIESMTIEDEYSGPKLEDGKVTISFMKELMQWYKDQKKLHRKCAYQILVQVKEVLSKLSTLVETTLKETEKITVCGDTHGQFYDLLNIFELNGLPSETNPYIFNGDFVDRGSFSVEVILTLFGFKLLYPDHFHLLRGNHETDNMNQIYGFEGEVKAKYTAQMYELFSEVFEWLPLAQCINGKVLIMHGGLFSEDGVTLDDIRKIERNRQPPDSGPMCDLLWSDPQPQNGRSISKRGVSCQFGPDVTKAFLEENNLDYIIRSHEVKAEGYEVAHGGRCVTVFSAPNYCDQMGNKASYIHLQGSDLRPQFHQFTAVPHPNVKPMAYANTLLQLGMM
Starred values were filed as active, the others as inactive; . = no result given. An excerpt. The share of hits here may be higher or lower than overall.

SMILES	PP1 inh	core dimer inh	Efflux pump inh	PREPL inh	TPT1 inhibitor	ZTA counter	EBNA-1 inh	CTSL1 counter	PP5 inh
O=C(NCC1CC1)[C@@H]1C[C@H]1[C@@H](NP(=O)(c1ccccc1)c1ccccc1)c1ccccc1	2	-1	0.2	1	-1	10	5	-4	3.7
COc1cccc(CN(C)C(=O)c2ccc(N3CCCC3)c([N+](=O)[O-])c2)c1	2	-12	-0.2	14	2	-12	-6	6	1.6
N#C/C(=C\c1cc([N+](=O)[O-])c(N2CCOCC2)cc1N1CCOCC1)c1nc2ccccc2[nH]1	-3	-2	0.0	13	-5	2	4	5	3.1
C/C(=N/OC(=O)c1ccc(F)cc1)c1ccc(C)cc1	-7	3	-0.1	-3	-2	-1	6	-1	1.2
CC(=O)N1c2ccc(S(=O)(=O)N3CCC(C(=O)Nc4cc(C)ccn4)CC3)cc2CC1C (stereo not drawn)	-3	-3	-0.1	-2	-2	3	-8	-4	0.2
CCOC(=O)N1CCN(CC(O)COc2c(C)cc(C)cc2C)CC1 (stereo not drawn)	-1	-1	0.1	13	-1	-4	-15	-4	1.7
COc1ccc(Cl)cc1NC(=O)CN(C)C(=O)c1cc2ccccc2cc1O	-2	4	0.0	3	-1	9	-2	4	2.7
Cc1ccc(CN2CCN(c3ccccc3)CC2)o1	-2	7	-0.2	19	0	-4	-1	-1	-0.7
COc1ccc(C(=O)OCC2CC(c3ccccc3)N(C)O2)cc1 (stereo not drawn)	-2	4	0.1	-6	-2	2	-1	0	3.8
CC(C)=CCc1cc(-c2oc3cc(O)cc(O)c3c(=O)c2O)ccc1O	0	-1	-0.1	20	0	-13	9	-2	4.2
CCN(CC)C(=O)c1cc2cc([N+](=O)[O-])ccc2s1	-2	-1	0.2	11	-3	-20	-21	7	0.1
CC1CCN(C(=O)CCc2ccc(S(=O)(=O)NC(C)C)cc2)CC1	-1	1	-0.9	6	-2	3	-6	-5	0.6
COc1ccc(C(C)=O)cc1CSc1nc(C)cc(C)n1	-1	5	-0.1	4	-1	9	-4	2	1.1
Cc1ccc(NC(=O)CC(=O)Nc2ccc(C)c(C)c2)cc1C	5	4	-0.1	-1	-3	0	-2	0	1.1
CCCCC(=O)Nc1nnc(SCC(=O)N2CCN(c3ccccc3OC)CC2)s1	2	-1	0.0	0	0	4	-6	-2	1.2
O=C(c1ccccc1)c1ccc2ccccc2n1	-2	-2	0.3	-9	3	5	-1	5	-1.8
O=C(CCc1nnc(Cc2ccc(-c3ccccc3)cc2)o1)NCCc1ccccn1	-2	0	-0.1	33	-1	-15	5	4	-1.3
O=C(CSc1nnc(-c2ccc(O)cc2)o1)Nc1cccc(O)c1	1	-8	0.3	14	1	0	-14	-2	3.0
Cc1n[nH]c(C)c1S(=O)(=O)N1CCC(C(=O)Nc2cccc(F)c2)CC1	0	8	0.4	-8	1	-2	-8	-5	-0.4
C/C(Cc1ccccc1)=N\NC(=O)CNC(=O)c1ccc(Cl)cc1	-8	-1	0.2	-8	1	2	-10	1	2.7

A second format for 15 compounds above.
Second line of a record: PP1 inh | core dimer inh | Efflux pump inh | PREPL inh | TPT1 inhibitor | ZTA counter | EBNA-1 inh | CTSL1 counter | PP5 inh
> CCOC(=O)N1CCN(CC(O)COc2c(C)cc(C)cc2C)CC1 (stereo not drawn)
 : -1 | -1 | 0.1 | 13 | -1 | -4 | -15 | -4 | 1.7
> COc1ccc(Cl)cc1NC(=O)CN(C)C(=O)c1cc2ccccc2cc1O
 : -2 | 4 | 0.0 | 3 | -1 | 9 | -2 | 4 | 2.7
> Cc1ccc(CN2CCN(c3ccccc3)CC2)o1
 : -2 | 7 | -0.2 | 19 | 0 | -4 | -1 | -1 | -0.7
> COc1ccc(C(=O)OCC2CC(c3ccccc3)N(C)O2)cc1 (stereo not drawn)
 : -2 | 4 | 0.1 | -6 | -2 | 2 | -1 | 0 | 3.8
> CC(C)=CCc1cc(-c2oc3cc(O)cc(O)c3c(=O)c2O)ccc1O
 : 0 | -1 | -0.1 | 20 | 0 | -13 | 9 | -2 | 4.2
> CCN(CC)C(=O)c1cc2cc([N+](=O)[O-])ccc2s1
 : -2 | -1 | 0.2 | 11 | -3 | -20 | -21 | 7 | 0.1
> CC1CCN(C(=O)CCc2ccc(S(=O)(=O)NC(C)C)cc2)CC1
 : -1 | 1 | -0.9 | 6 | -2 | 3 | -6 | -5 | 0.6
> COc1ccc(C(C)=O)cc1CSc1nc(C)cc(C)n1
 : -1 | 5 | -0.1 | 4 | -1 | 9 | -4 | 2 | 1.1
> Cc1ccc(NC(=O)CC(=O)Nc2ccc(C)c(C)c2)cc1C
 : 5 | 4 | -0.1 | -1 | -3 | 0 | -2 | 0 | 1.1
> CCCCC(=O)Nc1nnc(SCC(=O)N2CCN(c3ccccc3OC)CC2)s1
 : 2 | -1 | 0.0 | 0 | 0 | 4 | -6 | -2 | 1.2
> O=C(c1ccccc1)c1ccc2ccccc2n1
 : -2 | -2 | 0.3 | -9 | 3 | 5 | -1 | 5 | -1.8
> O=C(CCc1nnc(Cc2ccc(-c3ccccc3)cc2)o1)NCCc1ccccn1
 : -2 | 0 | -0.1 | 33 | -1 | -15 | 5 | 4 | -1.3
> O=C(CSc1nnc(-c2ccc(O)cc2)o1)Nc1cccc(O)c1
 : 1 | -8 | 0.3 | 14 | 1 | 0 | -14 | -2 | 3.0
> Cc1n[nH]c(C)c1S(=O)(=O)N1CCC(C(=O)Nc2cccc(F)c2)CC1
 : 0 | 8 | 0.4 | -8 | 1 | -2 | -8 | -5 | -0.4
> C/C(Cc1ccccc1)=N\NC(=O)CNC(=O)c1ccc(Cl)cc1
 : -8 | -1 | 0.2 | -8 | 1 | 2 | -10 | 1 | 2.7

Continued:
SMILES	PP1 inh	core dimer inh	Efflux pump inh	PREPL inh	TPT1 inhibitor	ZTA counter	EBNA-1 inh	CTSL1 counter	PP5 inh
COc1ccccc1CNC(=O)CSc1nc(=O)n(Cc2ccncc2)c2c1CCC2	-6	3	0.1	3	2	-8	8	-1	0.2
CC(C)N1CCc2c(sc(NC(=O)c3ccco3)c2C(N)=O)C1	3	-20	0.2	16	12	3	-9	-1	5.5
CN(CCO)C(=O)C1CCN(c2ncc(C(F)(F)F)cc2Cl)CC1	-3	-2	-0.2	9	-4	-24	-7	7	2.6
COC(=O)c1ccn(-c2nc(-c3ccco3)cc(C(F)(F)F)n2)n1	-2	1	-0.1	3	-5	11	15	1	-0.3
O=C(Nc1ccc(Cl)c(Cl)c1)Nc1cc(C(=O)N2CCOCC2)ccc1N1CCCCC1	-2	0	0.0	9	-2	5	2	1	3.0
NC(=S)N1CCCc2ccccc21	-3	-1	-0.1	10	-3	8	6	3	-2.7
Cc1c(C(=O)N2CCC(Cc3ccccc3)CC2)sc2ncnc(N3CCC(C)CC3)c12	1	-1	0.1	-1	3	-12	-4	-2	4.6
CN(CC(=O)OCC(N)=O)S(=O)(=O)c1ccc(Cl)cc1	-3	-5	0.1	17	-1	10	4	-7	-1.4
CC(=O)N1CCN(c2ccc(NCc3ccc(C(C)C)cc3)cc2)CC1	2	-4	0.2	67*	4	6	7	-1	5.6
O=C(NCCCNC(=O)c1ccccn1)c1ccc(Br)cc1	-4	-21	0.0	4	-2	-14	2	4	-0.7
CCOc1ccc(NC(=O)CSCC(=O)O)cc1	0	-6	0.0	-14	-4	-8	-6	2	0.7
O=S(=O)(O)CCS	-1	-6	-0.1	5	-2	-12	4	1	0.6
COc1ccc(C(=O)Cc2cc(OC)c(OC)cc2[N+](=O)[O-])cc1	-2	-1	-0.2	4	-1	-2	8	5	2.8
Cc1[nH]c2c(Cl)cccc2c(=O)c1CN1CCCC1	-4	3	0.0	8	-2	6	1	1	-0.4
CSc1ncccc1C(=O)Nc1cccc(S(=O)(=O)N2CCCCC2)c1	-3	.	0.1	8	.	-2	.	.	2.5
CN(CCCN1CCOCC1)C(=O)c1cc(COc2cccc(C(F)(F)F)c2)on1	2	-5	0.0	17	2	-5	-1	-2	3.1
Cc1ccccc1NS(=O)(=O)c1ccc(NC(=O)CSCc2ccc(Br)cc2)cc1	2	8	-0.1	-19	0	-4	-1	6	4.9
CC(=O)Nc1ccc2nc(-c3ccc(Br)o3)[nH]c2c1	1	-8	0.0	12	1	-17	-2	-1	1.6
O=C(COC(=O)c1cnccn1)NCCc1ccccc1	-4	-9	-0.1	-2	2	-9	-5	-14	-1.9
NC(=O)CCCn1c(C(=O)c2cc(Cl)c(N)c(Cl)c2)c2ccc([N+](=O)[O-])cc2[n+]1[O-]	3	7	-0.1	24	1	-12	2	1	2.5
CCCS(=O)(=O)C/C(N)=N/OC(=O)c1ccccc1Cl	2	2	-0.1	4	-4	11	-4	2	1.6
COc1ccc(N(C(=O)Cn2nnc(-c3ccc(F)cc3)n2)C(C)C(=O)NC2CCCC2)cc1 (stereo not drawn)	3	7	0.3	3	2	8	-2	1	2.0
O=c1o[nH]c(-c2ccccc2)c1C=Nc1ccc(Cl)cc1	0	10	-0.1	-5	2	6	8	-1	1.6
CC(C)Sc1nc2ccccc2n1CC(N)=O	1	3	0.0	-6	-3	22	11	-2	-0.3
O=C(CSc1ncn[nH]1)NCc1ccccc1Cl	3	-1	0.0	2	0	-3	-14	0	2.5
O=C(CN1C(=O)C2CC=CCC2C1=O)Nc1ccc(S(=O)(=O)N2CCOCC2)cc1 (stereo not drawn)	-4	-4	0.0	8	2	12	4	-1	-0.3
CCOc1ccc(C(C(=O)NC2CCCCC2)N(C(=O)c2csnn2)C2CC2)cc1 (stereo not drawn)	-1	-3	0.6	23	6	-3	-12	4	0.7
CC(C)(C)NC(=O)C(c1cccs1)N(Cc1cccs1)C(=O)c1csnn1 (stereo not drawn)	-1	2	-0.2	-1	0	-5	-10	-3	1.0
COc1ccc([C@@H](C)NC(=O)CCc2nnc(-c3cc(C)on3)o2)cc1	4	-5	-0.1	10	-3	-15	5	-2	0.5
Brc1ccc(-c2csc(/N=C/N3CCOCC3)n2)cc1	-5	1	0.3	0	3	-3	-3	-2	1.5
Cc1ccc(-c2cccc(NC(=O)C3C4C=CC(C4)C3C(=O)O)c2)o1 (stereo not drawn)	1	0	0.0	10	2	-1	-4	-3	0.9
Fc1ccccc1N=C1Nc2cccc3cccc1c23	2	-8	0.5	14	-1	-8	3	3	3.1
CCN(C(=O)CN1C(=O)NC(c2ccccc2)(c2ccc(C)c(C)c2)C1=O)C1CCCCC1 (stereo not drawn)	9	.	0.0	-5	.	4	.	.	3.2
CC1(C)CC(=O)c2c(O)c(-c3ccccc3)c(=O)n(-c3ccccc3)c2C1	-6	8	0.2	-3	-3	-1	-2	1	3.7
CCCCN1C(=O)C(=O)N(CC(=O)Nc2ccc(C(N)=O)cc2)C1=O	-5	.	0.0	2	.	13	.	.	-0.5
CCc1nc2ccccc2c(C(=O)Oc2cccc3cccnc23)c1C	2	1	0.0	9	-3	11	11	0	2.5
Cc1cc(C)n(-c2nc(SCC(=O)Nc3nccs3)c3c4c(sc3n2)COC(C)(C)C4)n1	1	2	-0.1	0	-5	4	10	0	1.4
Cc1cccc(NS(=O)(=O)c2ccc3[nH]c(=O)cc(C(=O)OC(C)C(=O)Nc4ccc([N+](=O)[O-])cc4)c3c2)c1 (stereo not drawn)	10	15	-0.1	-27	-7	-4	6	-4	0.8
